APP transl inh: APP translation inhibition; SH-SY5Y APP 5'UTR-luciferase reporter, luminescence; inhibition, % at 2 µM; 190,000 compounds, 0.82% hits; AID 1285;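 active means inhibition above a set limit, derived from the sample mean plus 3 SD, cut at about 45% in these data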; further: values of inactives mirror those of a sister screen read the other way
STAT3 blocker: STAT3 signaling inhibition; U3A cells, IL-6 STAT3-luciferase reporter, luminescence; host cell line lacks STAT1; inhibition, % at 5.5 µM; 190,000 compounds, 0.89% hits; AID 862;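 active means inhibition above the mean inhibition across all screened compounds plus 3 SD, cut at about 44% in these data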;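 further: 0% = DMSO only wells and 100% = 100 µM nifuroxazide control wells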
G6PDH counter: L. mesenteroides G6PDH inhibition counter-screen; Purified L. mesenteroides G6PDH, diaphorase/resazurin coupled fluorescence, 45 min; inhibition, % at 5 µM; 200,000 compounds, 0.12% hits; AID 1020; in the data active means inhibition above about 50%
STAT1 activator: activators of IFN-gamma induced STAT1 signaling. 200,000 compounds, 2.6% hits. NIH 3T3 STAT1-luciferase reporter, luminescence; 100% = IFN-gamma alone, no compound. activation (% of control), % at 5.5 µM. AID 932;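 active means activation above the screen-wide mean activation plus 3 SD, cut at about 130% in these data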;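 further: raw ratio to IFN-gamma control signal so 100% means no change and 0% no light; values of inactives mirror those of a sister screen read the other way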
Diaphorase act: diaphorase activation or chemical reduction counter-screen. Diaphorase/resazurin coupled assay, resorufin fluorescence, 16 min; stronger effect = higher value; 1 = vehicle wells, 0 = NADH-free wells. activation factor at 20 µM. 190,000 compounds, 0.005% hits;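 active means diaphorase activity raised at least twofold by the compound at 20 µM; inactive means activation factor below 2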
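Material: bacterial diaphorase enzyme (C. kluyveri); amount: enzyme 0.07 U/mL final; reagent: NADH substrate 0.114 mM plus resazurin dye 0.1 mM, final; doses: single compound dose of 20 µM, 1% DMSO final; timing: 16 min enzyme reaction, ambient temperature; measured by: fluorescence of resorufin, 544 nm excitation, 590 nm emission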
TLR4 MyD88 comp: inhibitors of human TLR4-MyD88 binding. HeLa CL3-4 TLR4/MyD88 BLA complementation, FRET ratio. inhibition, % at 8.4 µM. AID 861. 200,000 compounds, 0.18% hits. O00206+Q99836; in the data active means inhibition above about 25%;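 further: 0% = vehicle and 100% = reference inhibitor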
Target sequence (O00206 whole entry, looked up): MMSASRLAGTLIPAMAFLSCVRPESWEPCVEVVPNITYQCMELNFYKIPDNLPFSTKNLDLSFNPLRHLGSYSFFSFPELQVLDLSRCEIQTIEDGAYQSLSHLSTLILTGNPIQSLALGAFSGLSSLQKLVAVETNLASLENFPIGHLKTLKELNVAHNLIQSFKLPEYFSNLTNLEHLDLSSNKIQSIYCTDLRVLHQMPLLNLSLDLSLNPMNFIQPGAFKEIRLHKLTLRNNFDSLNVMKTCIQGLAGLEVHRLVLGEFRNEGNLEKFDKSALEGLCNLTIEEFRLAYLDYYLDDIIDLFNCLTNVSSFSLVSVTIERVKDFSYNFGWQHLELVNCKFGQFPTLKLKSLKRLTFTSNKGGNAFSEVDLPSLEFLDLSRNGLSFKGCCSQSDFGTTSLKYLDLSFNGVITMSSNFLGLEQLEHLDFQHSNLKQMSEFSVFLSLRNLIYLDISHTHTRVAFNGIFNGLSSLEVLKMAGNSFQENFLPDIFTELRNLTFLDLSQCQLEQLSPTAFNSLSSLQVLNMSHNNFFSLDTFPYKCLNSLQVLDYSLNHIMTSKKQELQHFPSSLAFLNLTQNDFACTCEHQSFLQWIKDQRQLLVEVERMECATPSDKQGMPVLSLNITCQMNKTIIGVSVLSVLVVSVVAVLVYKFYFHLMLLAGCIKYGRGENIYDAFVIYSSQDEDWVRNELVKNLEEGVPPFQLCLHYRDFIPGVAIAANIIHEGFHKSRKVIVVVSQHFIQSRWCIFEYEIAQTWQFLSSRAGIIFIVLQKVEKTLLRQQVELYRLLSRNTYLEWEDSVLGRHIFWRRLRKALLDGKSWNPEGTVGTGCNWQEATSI
Target sequence (Q99836 whole entry, looked up): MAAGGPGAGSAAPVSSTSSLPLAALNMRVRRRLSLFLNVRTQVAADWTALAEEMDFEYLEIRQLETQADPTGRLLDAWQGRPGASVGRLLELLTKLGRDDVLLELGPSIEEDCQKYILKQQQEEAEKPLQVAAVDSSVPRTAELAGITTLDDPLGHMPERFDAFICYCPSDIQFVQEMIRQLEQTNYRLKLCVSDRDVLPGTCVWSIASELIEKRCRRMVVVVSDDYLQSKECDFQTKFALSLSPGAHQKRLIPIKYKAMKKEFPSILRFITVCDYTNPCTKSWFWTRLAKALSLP
Hsp70 act: transcriptional activators of Hsp70 | activation, % at 10 µM | 200,000 compounds, 0.04% hits | HeLa Hsp70 promoter luciferase reporter, luminescence; scaled: vehicle 0, proteasome-inhibitor control 100%;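 active means activation above the mean across all tested compounds plus 3 SD, cutoff set per campaign, cut at about 5.5% in these data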;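 further: 100% = MG132 at 30 µM as the positive control and 0% = DMSO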
Diaphorase inh: inhibits diaphorase or chemically oxidizes, flagging diaphorase assay artifacts; diaphorase resazurin-to-resorufin fluorescence, NADH, 16 min; bacterial (C. kluyveri) enzyme, not human; inhibition, % at 20 µM; 190,000 compounds, 0.69% hits;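 active means primary screen inhibition at 20 µM above a set limit, cut at about 50% in these data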;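 further: plate controls were DMSO with full reaction for no effect and wells lacking NADH for full effect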
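controls = No-NADH positive control and DMSO neutral control | system = Clostridium kluyveri diaphorase enzyme | timing = reaction incubation of 16 min at room temperature | signal = resorufin fluorescence 544/590 nm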
STAT3 activator: STAT3 signaling activation | U3A cells, IL-6 STAT3-luciferase reporter, luminescence; 100% = signal with IL-6 EC80 alone | activation (% of control), % at 5.6 µM | 190,000 compounds, 0.91% hits | AID 871;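 active means activation above the screen-wide mean of compound activation plus 3 SD, cut at about 130% in these data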;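 further: 0% = background luminescence of wells with medium and substrate only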
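Assay system – human STAT1-deficient U3A cells with stable STAT3-luciferase reporter · Also added – IL-6 (33 ng/mL) · Schedule – compound 1 h, then IL-6 6 h at 37 °C · Technique – reporter luminescence signal · Evaluation – % activation versus median of IL-6-stimulated wells · Benchmarks – IL-6-only wells as 100% reference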
STAT1 inh: reduces IFN-gamma driven STAT1 reporter signal. 200,000 compounds, 0.35% hits. AID 920. NIH 3T3 STAT1-luciferase reporter, luminescence. inhibition, % at 5.5 µM;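 active means inhibition above a set limit, the mean inhibition across all tested compounds plus 3 SD, cut at about 34% in these data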;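 further: 0% = IFN-gamma with DMSO and 100% = IFN-gamma with 300 µM nifuroxazide; values of inactives mirror those of a sister screen read the other way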
Active calls of the source: *; · = no result given.

Screens in order – APP transl inh	STAT3 blocker	G6PDH counter	STAT1 activator	Diaphorase act	TLR4 MyD88 comp	Hsp70 act	Diaphorase inh	STAT3 activator	STAT1 inh
> N=C1C(c2nc3ccccc3[nH]2)=C(O)CN1NC(=O)c1c[nH]c2ccccc12
    -12	-4	-3	103	0.9	-8	0.2	12	111	-3
> Cc1nn(S(=O)(=O)N2CCOCC2)c(C)c1Br
    -6	6	14	99	0.9	-7	-0.1	10	96	0
> Cc1ccc(S(=O)(=O)N(C)/N=C/c2ccc(C(=O)O)cc2)cc1
    -14	4	12	109	1.1	6	0.2	-8	100	-12
> CS(=O)(=O)N(CCc1ccccc1)CC(=O)NCc1cccnc1
    -6	6	7	99	1	-6	0.1	2	98	1
> CC(C)(C)Nc1nc(C(N)=O)nc(N2CCOCC2)n1
    60*	-10	-9	106	1	-14	-0.4	5	112	-4
> C=CCOC(=O)C1=C(C)NC2(O)c3ccccc3C(=O)C12O (centres undefined)
    -2	27	11	89	0.7	5	0.9	27	82	12
> CC(=O)Nc1ccc(S(=O)(=O)N2CCN(c3ccc([N+](=O)[O-])c(NCCN4CCOCC4)c3)CC2)cc1
    6	-7	-23	100	0.7	-12	-0.2	32	104	0
> Cc1cccn2c(=O)c(C=Nc3ccccc3)c(NCc3ccco3)nc12
    -9	14	4	106	0.8	1	-0.2	17	90	-6
> COc1ccc(-n2nnnc2-c2ccccc2)cc1
    89*	0	4	99	1	-10	0.2	4	105	1
> CCN1CCN(CC(=O)NC2CCCC2)C(=O)C1=O
    ·	6	5	98	0.8	-8	0.0	24	103	3
> COc1cc(OC)cc(C(=O)NCC(=O)OCC(=O)N2c3ccccc3NC(=O)C2(C)C)c1
    -22	8	9	97	1	8	-0.1	3	99	2
> Cc1cc(C(=O)N/N=C2\CCCc3ccccc32)c(C)o1
    68*	18	2	101	1	0	-0.3	4	88	-1
> Cc1cccc(N2CCN(Cc3cn(C)nc3-c3ccccc3F)CC2)n1
    74*	12	6	95	1	-4	-0.1	5	92	4
> CC1CCc2nc(NC(=O)C3COc4ccccc4O3)sc2C1 (centres undefined)
    -168	91*	-4	55	0.7	-2	-0.5	26	28	49*
> CCn1c(SCC(=O)c2cccs2)nnc1-c1ccco1
    -19	5	2	100	0.8	-1	-0.2	21	104	0
> Cc1ccccc1Cn1c(C(C)O)nc2ccccc21 (centres undefined)
    -12	7	8	95	0.8	1	-0.4	19	98	6
> O=C(Nc1ccc(OCC(=O)N2CCN(S(=O)(=O)c3ccccc3)CC2)cc1)c1ccco1
    -8	8	-2	96	1	0	-0.1	-3	95	4
> O=C(CSc1nc(-c2ccc(F)cc2)cs1)NCCN1C(=O)CSC1=O
    4	17	5	101	0.8	3	0.5	18	92	-2
> CCOc1cc(S(=O)(=O)Nc2ccc(CC)cc2)ccc1Cl
    -8	6	10	95	0.7	5	-0.2	30	92	6
> COc1ccc(C(C(=O)NCC2CCCO2)N(C(=O)CNC(=O)c2cccs2)c2ccccc2C)cc1OC (centres undefined)
    -12	5	4	96	·	-3	0.3	·	98	5
> CC(=O)C1=C(O)CC(C)(C)CC1=NCc1nc2ccccc2[nH]1
    -6	4	7	98	0.9	3	-0.2	7	100	0
> COc1ccc(C2OCC3(CO2)SC(N)=NC3=O)cc1 (centres undefined)
    -1	-4	-2	83	1	-9	-0.3	-3	105	19
> O=C(CN1CCOCC1)Nc1ccc(C2CCCCC2)cc1
    -26	7	17	123	0.8	-1	-0.2	20	100	-26
> CCOC(=O)Cc1csc(NC(=O)CN(C)S(=O)(=O)c2ccc3c(c2)CCC(=O)N3)n1
    -18	9	0	94	1	-2	-0.2	-5	92	4
> c1ccc(C2=Nn3c(nnc3-c3ccccn3)SC2)cc1
    4	15	6	110	0.9	7	0.0	12	89	-10
> O=C(CSc1ncnc2ccccc12)Nc1ccc2c(c1)OCCO2
    -7	13	-9	100	0.9	-5	0.0	11	93	-3
> O=C(Nc1cc(=O)c2ccccc2o1)N1CCOCC1
    2	9	0	101	0.9	10	0.1	10	97	-1
> CN(c1ccccc1)S(=O)(=O)c1ccc(Cl)c(C(=O)NCCc2c[nH]c3ccccc23)c1
    -6	-9	4	95	0.8	-12	-0.3	22	108	6
> CC(C)c1[nH]nc2c1C1(CCN(Cc3ccccc3)CC1)C(C#N)=C(N)O2
    -24	-4	7	98	0.9	6	-0.2	6	107	0
> COCCN(Cc1cc2cc3c(cc2nc1Cl)OCO3)C(C)=O
    6	-9	19	102	·	12	-0.3	·	111	-4
> Cc1ccc(NC(=O)NC2=NN(c3ccccc3)C(=O)/C2=C2/CCCN2C)cc1
    -2	11	-2	112	1	-1	-0.4	4	97	-15
> CCc1c(C(=O)N/N=C/c2ccsc2)csc1C
    -4	-6	-1	117	0.9	0	-0.2	9	107	-19
> Cn1c(O)c(N=NC(=O)Cn2ccc(C(F)(F)F)n2)c2ccccc21
    3	10	8	96	0.8	9	-0.1	15	94	5
> O=C(Nc1ccccc1N1CCOCC1)c1ccc(Cl)c(S(=O)(=O)NCc2ccco2)c1
    3	3	-3	96	0.8	-5	-0.4	21	98	5
> CC(C)NC(=O)C1CCN(Cc2cnn(-c3ccccc3)c2-n2cccc2)CC1
    -22	5	-4	100	0.9	1	-0.2	11	102	0
> O=C(NCc1ccco1)c1ccc(COCC(F)(F)C(F)F)cc1
    -25	9	0	103	1	-9	-0.2	-1	94	-3
> Clc1ccc2nc(N3CCCCC3)sc2c1
    -173	-1	-3	166*	1	-15	0.1	3	97	-72
> Cc1nnc(SCC(=O)NC(C)(C)C)n1NCc1c(F)cccc1Cl
    1	6	11	93	0.9	-4	-0.1	14	101	8
> OC1(c2cccnc2)CCN(Cc2nnnn2Cc2ccccc2)CC1
    15	4	-1	98	1	1	-0.2	1	100	1
> CCc1nc(Sc2nnnn2-c2ccccc2)c2c3c(sc2n1)CCCC3
    18	-2	7	90	0.9	6	-0.2	14	103	12
> CCC1COC(c2cccn2Cc2ccccc2Cl)=N1 (centres undefined)
    -11	11	4	94	0.9	-9	-0.1	11	96	5
> CC12CCC(c3n[nH]c(=S)nc31)C2(C)C (centres undefined)
    7	23	-4	96	0.8	-3	-0.4	18	86	5
> CCOC(=O)N1CCN(C(=O)CN(Cc2ccccc2)S(=O)(=O)c2ccc(OC)c(C)c2)CC1
    0	0	-2	96	0.9	-14	-0.2	6	104	4
> N#Cc1cccc(N=Cc2c(O)ccc3ccccc23)c1
    4	-17	62*	108	0.6	-10	0.1	36	111	-8
> COc1cc(/C=N\NC(=O)c2c(C)nc3cc(C)ccn23)ccc1O
    6	1	10	89	1	-1	-0.1	-3	101	10
> CC1CN(CC(=O)Nc2cc(S(=O)(=O)N3CCCC3)ccc2Cl)CC(C)O1 (centres undefined)
    -14	14	0	93	0.9	-5	-0.2	6	93	6
> COc1cc(/C=C2/C(=N)N3C=CSC3=NC2=O)ccc1OCCCOc1cc(C)ccc1C
    13	-7	3	106	1	-3	-0.4	-5	111	-6
> CN(C)NC(=S)Nc1ccc(Cl)cc1
    -14	0	4	110	1	2	0.2	-4	103	-11
> COC(=O)c1sc(Nc2ccccc2)nc1C
    -35	0	-2	128	0.8	-3	0.1	18	105	-30
> Cc1csc2nc(CSc3ccc(Cl)cc3)cn12
    -149	20	-18	153*	0.9	4	0.2	15	86	-58
> COc1ccc(-c2nc(NC(=O)Cn3cnnn3)sc2C)cc1
    -36	12	0	93	1	-1	-0.5	-2	94	7
> Cc1cc2nnc(SCC(=O)Nc3cccc(S(=O)(=O)N4CCOCC4)c3)n2c2ccccc12
    -5	14	-31	91	0.5	1	-0.5	50	85	10
> O=C1CC(Cc2ccccc2)C(=O)N1c1ncccn1 (centres undefined)
    8	12	4	95	1	15	-0.2	-2	94	6
> CCOc1ccc(N2C(=O)/C(=C/c3cc(OC)c(OC)c(OC)c3)N(CC(=O)OC)C2=S)cc1
    -21	2	18	101	0.8	-4	-0.2	22	101	-1
> CCC(=O)Nc1cccc(NC(=O)CSc2nnc(-c3ccc(NS(C)(=O)=O)cc3)n2CC)c1
    -16	8	-2	97	1	11	0.0	3	97	3
> COCC(=O)Nc1nnc(C2CCCCC2)s1
    -2	-6	14	106	0.9	6	0.0	12	107	-7
> Cc1ccc(S(=O)(=O)NN2C(=O)c3ccccc3NC2(C)C)cc1
    -4	-7	8	103	1	-8	-0.1	3	103	-4

Of the compounds above, these have a Cl atom.
Screens in order – APP transl inh	STAT3 blocker	G6PDH counter	STAT1 activator	Diaphorase act	TLR4 MyD88 comp	Hsp70 act	Diaphorase inh	STAT3 activator	STAT1 inh
> CCOc1cc(S(=O)(=O)Nc2ccc(CC)cc2)ccc1Cl
    -8	6	10	95	0.7	5	-0.2	30	92	6
> CN(c1ccccc1)S(=O)(=O)c1ccc(Cl)c(C(=O)NCCc2c[nH]c3ccccc23)c1
    -6	-9	4	95	0.8	-12	-0.3	22	108	6
> COCCN(Cc1cc2cc3c(cc2nc1Cl)OCO3)C(C)=O
    6	-9	19	102	·	12	-0.3	·	111	-4
> O=C(Nc1ccccc1N1CCOCC1)c1ccc(Cl)c(S(=O)(=O)NCc2ccco2)c1
    3	3	-3	96	0.8	-5	-0.4	21	98	5
> Clc1ccc2nc(N3CCCCC3)sc2c1
    -173	-1	-3	166*	1	-15	0.1	3	97	-72
> Cc1nnc(SCC(=O)NC(C)(C)C)n1NCc1c(F)cccc1Cl
    1	6	11	93	0.9	-4	-0.1	14	101	8
> CCC1COC(c2cccn2Cc2ccccc2Cl)=N1 (centres undefined)
    -11	11	4	94	0.9	-9	-0.1	11	96	5
> CC1CN(CC(=O)Nc2cc(S(=O)(=O)N3CCCC3)ccc2Cl)CC(C)O1 (centres undefined)
    -14	14	0	93	0.9	-5	-0.2	6	93	6
> CN(C)NC(=S)Nc1ccc(Cl)cc1
    -14	0	4	110	1	2	0.2	-4	103	-11
> Cc1csc2nc(CSc3ccc(Cl)cc3)cn12
    -149	20	-18	153*	0.9	4	0.2	15	86	-58

Source: PubChem BioAssay
